# Screening data from PubChem BioAssay.
# FBPA coupling cs = inhibits coupling enzyme system, counter-screen for aldolase hits; coupling enzyme system counterscreen, AmpLite Red fluorescence; activity change, negative = inhibition, % at 58.2 µM, hits read low; actives 0.67% (n = 290,000); AID 2472; in the data active means activity change below about -30%
#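 Coupling enzymes only (glyceraldehyde-3-phosphate) + compound, at 57.5 uM final, 10 min RT; add substrate/coupling/AmpLite Red mix, 20 min RT; fluorescence ex 525/em 598 nm. Actives flag coupling-system interference.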
# B2AR arrestin = agonists driving beta-arrestin recruitment to human beta2-adrenergic receptor | P07550 | beta-arrestin recruitment to beta2AR, cell-based reporter | Potency, µM (highest dose often 46.1 µM), for the others: at the highest dose activation, usual class: activators | actives 0.02% (n = 330,000) | AID 492947;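 further: potency means the concentration at half of the fitted maximal effect; 0% = DMSO controls and full agonism = EC100 isoproterenol or metaproterenol; nearly all actives have a fitted effect of over 65% in size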
# PKM2 act = increases activity of human pyruvate kinase M2. P14618. purified PKM2, Kinase-Glo ATP luminescence, activation; response scale: 0% is enzyme alone, no compound. Potency, µM (top dose mostly 57.5 µM), for inactives: at the top dose activation, hits mostly activators. actives 0.34% (n = 260,000); further: potency means the concentration at half of the fitted maximal effect; nearly all actives have a fitted effect of over 55% in size
#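 Purified hPK-M2 (>95%) run at intermediate activity with 0.1 mM ADP and 0.5 mM PEP in 50 mM imidazole pH 7.2, KCl, MgCl2; 1 h room temperature. ATP formed read by Kinase-Glo luminescence; normalized to uninhibited and no-enzyme controls.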
# KCNH2 3.1 inh = inhibitors of human KCNH2 3.1 potassium channel isoform; U2OS KCNH2 3.1, thallium flux FluxOr; stronger effect = lower value; activity change, % (tested at about 1.8 µM); actives 0.95% (n = 340,000);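 active means maximum activity change below -70%; inconclusive means maximum activity change from -70% to -50%; inactive means maximum activity change above -50%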;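 further: thallium influx rate constant from kinetic fluorescence after stimulation buffer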
#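 Kinetic fluorescence (2 min after stimulation buffer) measures Tl+ influx through KCNH2 3.1 expressed by viral transduction in U2OS cells; the rate constant is normalized against DMSO controls serving as positive and negative references.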
# USP2a inh = USP2a (human) protease inhibition | O75604 | USP2 core, Ub-CHOP2 coupled fluorogenic reporter, 485/531 | Potency, µM (titrated, usually from 38.3 µM), inactives show at the top dose activity change, negative = inhibition, actives largely listed as inhibitors | actives 0.01% (n = 330,000) | AID 463254;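 further: potency means the concentration at half of the fitted maximal effect; plate controls were DMSO wells for no effect and full inhibition by NEM control for full effect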
#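 Cell-free coupled assay: 10nM USP2 core preincubated 30min RT with compound in Tris-HCl pH 8.0/CaCl2/CHAPS buffer, then 25nM Ub-CHOP2 and 25nM reporter substrate; fluorescence (Ex 485/Em 531) read after 60min RT, normalized to NEM inhibition, concentration-response curves fitted.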
# Giardia kill = Giardia lamblia killing. Giardia lamblia trophozoite viability. activity change, % at 7.66 µM, hits read low. actives 0.15% (n = 340,000). AID 540267; in the data active means activity change below about -80%; inconclusive means between about -30% and that limit;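 further: parasites exposed to compound for two days anaerobically before the ATP read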
#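 ATP-content bioluminescence gauges trophozoite survival. Cells (100/well) receive compound and incubate anaerobically for 48 hrs at 37 deg C; detection reagent follows for 15-30 min at room temperature.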
# uPA surface inh = inhibitors of cell surface uPA generation; cell surface uPA generation assay, qHTS; Potency, µM (doses to about 38.3 µM), inactives show top-dose activity change, negative = inhibition, hits mostly inhibitors; actives 0.31% (n = 330,000); active means well fitted inhibition curve with a large enough effect; inconclusive means small, poorly fitted or top-dose-only effect; inactive means no such curve, though single readings can be large or run the other way; tested in mouse RAW 264.7 cells; further: potency means the concentration at half of the fitted maximal effect; nearly all actives have a fitted effect of over 55% in size
# Chronic BCR inh = inhibitors of chronic active B-cell receptor signaling | ABC-DLBCL IkBa-CBG/CBR reporter, luminescence ratio, 4 h | Potency, µM (series often up to 46.1 µM), without a hit: at the highest dose ratio change, negative = lower green/red ratio, hits mostly inhibitors | actives 0.05% (n = 340,000); active means well fitted inhibition curve with a large enough effect in the signal ratio, with a control signal flat, not every such curve was filed as active; inconclusive means small, poorly fitted or top-dose-only effect, or effect the other way, or a change in a side signal; the % refers to the signal ratio;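 further: potency means the concentration at half of the fitted maximal effect; plate controls were basal doxycycline-induced cells for no effect and cells given 10 µM MG132 for full effect; MG132 reads +100%, hits lower the ratio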
#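 Doxycycline induced both beetle luciferases in TMD8 lymphoma cells; IKK-driven degradation limits the IkappaBalpha-fused green signal, while red luminescence normalises for cell number and nonspecific effects. Compounds tested up to 46 uM, 4 hrs.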
# GALK inh = blocks human galactokinase activity | P51570 | Purified GALK, Kinase-Glo residual ATP luminescence | Potency, µM (titrated, usually from 57.5 µM), inactives show at the top dose activity change, negative = inhibition, most hits filed as inhibitors | actives 0.007% (n = 270,000); further: potency means the concentration at half of the fitted maximal effect
#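 Quantitative HTS: GALK 5 nM, ATP 35 uM, galactose 100 uM, 1 h room temperature, then luciferase-based ATP detection.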
# KCNH2 WT inh = inhibitors of human wildtype KCNH2 potassium channel | Q12809 | U2OS, BacMam KCNH2, thallium flux FluxOr; stronger effect = lower value | activity change, % at 1.84 µM | actives 0.37% (n = 340,000);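 active means maximum activity change below -70%; inconclusive means maximum activity change between -70% and -50%; inactive means maximum activity change above -50%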
# Target sequence (Q12809 whole entry, looked up): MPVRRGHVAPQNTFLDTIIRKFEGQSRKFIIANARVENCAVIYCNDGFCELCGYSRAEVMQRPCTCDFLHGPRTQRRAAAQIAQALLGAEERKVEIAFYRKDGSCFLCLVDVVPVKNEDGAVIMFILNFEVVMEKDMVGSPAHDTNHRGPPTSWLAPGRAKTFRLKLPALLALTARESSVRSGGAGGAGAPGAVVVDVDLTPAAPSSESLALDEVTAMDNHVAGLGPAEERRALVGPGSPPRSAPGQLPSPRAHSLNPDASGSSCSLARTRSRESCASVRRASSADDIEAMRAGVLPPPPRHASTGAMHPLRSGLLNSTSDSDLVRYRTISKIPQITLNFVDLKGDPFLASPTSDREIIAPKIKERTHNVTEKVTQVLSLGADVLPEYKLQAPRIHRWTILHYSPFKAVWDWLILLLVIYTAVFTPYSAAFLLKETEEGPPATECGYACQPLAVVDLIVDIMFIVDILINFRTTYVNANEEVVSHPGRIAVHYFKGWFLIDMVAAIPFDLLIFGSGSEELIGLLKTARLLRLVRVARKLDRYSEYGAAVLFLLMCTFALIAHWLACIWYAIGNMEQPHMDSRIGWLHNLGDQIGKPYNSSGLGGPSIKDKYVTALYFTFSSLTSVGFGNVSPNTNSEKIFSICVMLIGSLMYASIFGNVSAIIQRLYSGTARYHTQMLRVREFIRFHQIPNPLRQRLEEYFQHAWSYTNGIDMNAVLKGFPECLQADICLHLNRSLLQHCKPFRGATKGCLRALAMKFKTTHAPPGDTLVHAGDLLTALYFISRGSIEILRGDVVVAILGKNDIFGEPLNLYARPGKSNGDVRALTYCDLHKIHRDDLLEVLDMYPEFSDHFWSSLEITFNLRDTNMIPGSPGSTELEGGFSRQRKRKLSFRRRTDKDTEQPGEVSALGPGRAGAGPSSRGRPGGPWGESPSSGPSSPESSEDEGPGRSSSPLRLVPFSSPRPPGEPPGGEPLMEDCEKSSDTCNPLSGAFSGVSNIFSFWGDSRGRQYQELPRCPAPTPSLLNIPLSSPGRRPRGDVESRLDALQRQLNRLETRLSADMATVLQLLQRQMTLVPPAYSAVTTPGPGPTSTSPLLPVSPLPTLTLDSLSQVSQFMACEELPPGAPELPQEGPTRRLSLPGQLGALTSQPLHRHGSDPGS
#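 U2OS cells transduced with wild-type KCNH2 virus are loaded with FluxOr dye for 45 min, and thallium flux is measured in kinetic reads before and after stimulation buffer. Rate constants are normalized to DMSO controls.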
# Eya2 phos inh = blocks the phosphatase activity of human Eya2 | O00167 | recombinant Eya2, OMFP fluorescence dephosphorylation (OMFP is methylfluorescein phosphate) | Potency, µM (doses to about 76.9 µM), inactives show at the top dose activity, negative = inhibition, actives largely listed as inhibitors | actives 0.006% (n = 330,000) | AID 488837; further: potency means the concentration at half of the fitted maximal effect
#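 Eya2 (0.2 uM) preincubated 10 min at ambient with compound, then OMFP substrate added at 50 uM; 10 min reaction in 50 mM HEPES pH 7.5, 50 mM NaCl, 5 uM MgCl2, 0.05% BSA, 1 mM DTT. Fluorescence read at Ex 485/Em 525 nm.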
# Numbers without * were called inactive; ? = inconclusive; . = no result given; & = joins results of further samples; [ ] = dose if it differs, or a comment. Unless noted, the call rests on the fitted dose curve; in most records, active means well fitted curve in the direction sought with a large enough effect; inconclusive means small, poorly fitted or top-dose-only effect, or another doubt; inactive means no such curve, though single readings can be large; an effect the other way counts as inactive or inconclusive. Unless noted, on the % scale 0 is the no-effect control and ±100 the full control effect.
# Every second line gives: FBPA coupling cs	B2AR arrestin	KCNH2 3.1 inh	Eya2 phos inh	uPA surface inh	GALK inh	PKM2 act	USP2a inh	Chronic BCR inh	Giardia kill	KCNH2 WT inh
1: CCN(Cc1ccccc1)C(=O)c1cc(-c2ccc(OC)c(OC)c2)nc2ccccc12
    .	0.2%	-21	1%	-13%	-9%	4%	1%	0%	8	-37
2: COc1ccc(NC(=O)c2oc3ccccc3c2NC(=O)c2ccc3c(c2)OCO3)cc1
    -6	-0.1%	-4	19%	.	0%	6%	-3%	?	-8	12
3: COc1ccc(OCC(=O)N(Cc2ccco2)C2CCS(=O)(=O)C2)cc1 (configuration not stated)
    2	0.2%	9	3%	4%	-3%	6%	5%	10%	2	-8
4: COc1ccc(NC(=O)CN(C)CC(=O)NC2CCC(C)CC2)cc1 (configuration not stated)
    .	-0.1%	-19	-15%	6%	.	.	1%	1%	9	-7
5: COc1ccc(N2CC(C(=O)Nc3nnc(SCC(=O)NCc4ccco4)s3)CC2=O)cc1 (configuration not stated)
    .	-0.1%	-17	0%	5%	-6%	.	2%	6%	2	8
6: O=C(CNC(=O)C(c1ccccc1)c1ccccc1)N/N=C\c1ccc(C(=O)O)cc1
    1	0.4%	-18	1%	8%	8%	-4%	0%	-10%	-7	-23
7: COc1ccc([C@@H]2[C@@H]3C(=O)N(C(C)(C)C)C(=O)[C@@H]3[C@]3(C)C(=O)N(c4cccc(Br)c4)C(=O)N23)cc1
    0	-1.0%	4	8%	22%	.	-7%	0%	?	0	-9
8: O=C(N/N=C/C=C\c1ccccc1[N+](=O)[O-])c1cccnc1
    -1	0.3%	12	2%	-1%	-1%	2%	2%	-13%	16	0
9: COc1ccc2nc(Cl)c(C3CC(c4ccco4)=NN3C(=O)CCC(=O)O)cc2c1 (configuration not stated)
    -2	-2.6%	9	-21%	-2%	.	5%	0%	?	-1	-8
10: CC(C)N(C(=O)CSc1nc2c([nH]1)c(=O)n(C)c(=O)n2C)c1ccccc1
    6	-0.1%	-22	9%	13%	0%	4%	2%	9%	6	5
11: CC(C)CNC(=S)NNC(=O)c1ccc2c(c1)OCO2
    1	0.0%	1	-2%	0%	-4%	2%	-1%	?	42[activator]	4
12: Cc1ccc(S(=O)(=O)N2CCN(C(=O)COC(=O)c3ccccn3)CC2)c(C)c1
    .	-0.2%	-2	-10%	5%	.	.	-1%	-1%	2	-6
13: COc1ccc(CCN2C(=O)CC(Cc3ccccc3)C2=O)cc1OC (configuration not stated)
    0	-0.5%	21	-5%	1%	1%	5%	3%	0%	33[activator]	12
14: CCCN(CC(=O)c1cc(C)n(C)c1C)S(=O)(=O)c1cccc(C(F)(F)F)c1
    1	0.1%	-39	1%	-2%	3%	-5%	-2%	5%	-22	-9
15: CCOC(=O)C1CCN(C(=O)CNC(=O)c2nn(-c3ccc(OC)cc3OC)c(=O)c3ccccc23)CC1
    -2	-0.6%	3	13%	-3%	0%	.	0%	2%	13	3
16: Cc1nc2ccccc2nc1OCc1cccc([N+](=O)[O-])c1
    2	-0.3%	4	7%	-3%	-1%	4%	1%	1%	2	-4
17: Cc1ccc(-c2nc3ncccc3o2)cc1NC(=O)c1sc2ccccc2c1Cl
    2	-2.0%	1	6%	.	-1%	0%	-1%	0%	36[activator]	-7
18: COc1ccc(S(=O)(=O)Nc2ccc3c(c2)C(=O)N([C@H](C)CO)C[C@H](C)[C@@H](CN(C)C(=O)Nc2ccc(C(F)(F)F)cc2)O3)cc1
    .	0.0%	-3	-23%	-17%	.	.	2%	1%	14	4
19: Cc1ccccc1NC(=O)CCN1CCc2ccccc2C1
    -1	-1.4%	-9	4%	6%	4%	-5%	2%	?	9	3
20: Cc1nn2c(-c3ccccn3)ccnc2c1Br
    -2	-0.2%	26	-1%	-16%	1%	1%	-2%	-1%	-28	-4
21: COc1ccc(OCC(O)CNC(=O)c2cccs2)cc1 (configuration not stated)
    3	-0.8%	5	8%	2%	0%	0%	0%	?	10	-6
22: CC1CCCC(NC(=O)c2ccc(COc3ccccc3)o2)C1C (configuration not stated)
    -3	-0.3%	-40	-18%	5%	-4%	0%	-2%	0%	2	-4
23: Cc1c(NS(=O)(=O)c2ccc(Br)cc2)c(=O)n(-c2ccccc2)n1C
    -3	-0.6%	-33	3%	14%	-7%	-2%	2%	1%	-8	1
24: Fc1ccc(Oc2ncccn2)c(F)c1
    0	-0.4%	.	3%	5%	2%	3%	5%	4%	7	-8
25: Cc1cc(C)n(-c2nncn2NC(=O)c2ccc(Cl)cc2O)n1
    27	-0.9%	3	2%	-5%	0%	-7%	-2%	-2%	-3	-4
26: CCOc1ccc(CN2CCN(CC(O)Cn3c4ccccc4c4ccccc43)CC2)cc1 (configuration not stated)
    -1	-0.3%	25	-6%	-2%	.	-3%	4%	-16%	-14	-48
27: O=[N+]([O-])c1ccc(S(=O)(=O)NCC(c2cccnc2)N2CCc3ccccc32)cc1 (configuration not stated)
    .	0.2%	-2	11%	6%	.	.	0%	?	-3	5
28: O=C(OCCN=C1NS(=O)(=O)c2ccccc21)c1ccccc1F
    -1	3.1%	-15	-3%	1%	-2%	0%	1%	.	-8	-2
29: O=C(CSc1nncs1)NNC(=O)c1ccco1
    .	0.0%	0	-11%	0%	.	.	2%	0%	-7	-4
30: COc1ccccc1Nc1ncccc1C(=O)NCc1ccccc1
    -1	-0.7%	-2	-6%	.	-2%	-17%	-4%	6%	5	2

# Every second line gives: FBPA coupling cs	B2AR arrestin	KCNH2 3.1 inh	Eya2 phos inh	uPA surface inh	GALK inh	PKM2 act	USP2a inh	Chronic BCR inh	Giardia kill	KCNH2 WT inh
31: Cc1ccc(S(=O)(=O)N2CCC(C(=O)OCC(=O)N3CCCCC3C)CC2)cc1C (configuration not stated)
    .	0.0%	12	24%	-10%	.	.	-1%	11%	26	1
32: Cc1ccc(Nc2c3c(nc4ncnn24)CC(C)CC3)cc1 (configuration not stated)
    1	0.0%	7	-6%	-3%	-2%	-5%	-1%	-4%	12	0
33: CS(=O)(=O)N1CCC(C(=O)NCCN2CCN(Cc3ccccc3)CC2)CC1
    -3	-0.8%	12	-30%	7%	3%	-15%	-4%	8%	8	5
34: CC(C)CC1(C(=O)NCc2ccccn2)C=CCN1C(=O)c1ccccc1 (configuration not stated)
    0&5	-0.2%	-7	2%	1%	.	-1%&-2%	2%	3%	1	1
35: O=C(CSc1ccsc1[N+](=O)[O-])N1CCCCC1
    2	-0.1%	-21	0%	-6%	0%	-1%	2%	1%	?	-4
36: O=C(NCCCCNC(=O)c1ccccn1)c1ccccn1
    0	-1.3%	-10	12%	16%	0%	-1%	1%	?	-9	4
37: CCOC(=O)C1CCCN(C(=O)c2cc3c(=O)n4ccccc4nc3s2)C1 (configuration not stated)
    .	0.3%	.	-4%	2%	-6%	4%	1%	1%	4	-5
38: C=Cc1ccc(Cn2c(=O)n(C)c(=O)c3sccc32)cc1
    0	-1.1%	3	-9%	-11%	0%	0%	1%	?	-1	14
39: CC(Sc1nnc(-c2cccnc2)o1)C(=O)NC1CCCCC1 (configuration not stated)
    .	-0.2%	4	3%	0%	.	.	-1%	1%	-27	-27

# Ordered by SMILES length (ascending): three of the compounds above
# Every second line gives: FBPA coupling cs	B2AR arrestin	KCNH2 3.1 inh	Eya2 phos inh	uPA surface inh	GALK inh	PKM2 act	USP2a inh	Chronic BCR inh	Giardia kill	KCNH2 WT inh
35: O=C(CSc1ccsc1[N+](=O)[O-])N1CCCCC1
    2	-0.1%	-21	0%	-6%	0%	-1%	2%	1%	?	-4
39: CC(Sc1nnc(-c2cccnc2)o1)C(=O)NC1CCCCC1 (configuration not stated)
    .	-0.2%	4	3%	0%	.	.	-1%	1%	-27	-27
31: Cc1ccc(S(=O)(=O)N2CCC(C(=O)OCC(=O)N3CCCCC3C)CC2)cc1C (configuration not stated)
    .	0.0%	12	24%	-10%	.	.	-1%	11%	26	1

# An excerpt from above, limited to FBPA coupling cs, KCNH2 3.1 inh and KCNH2 WT inh.
no. | Molecule | FBPA coupling cs | KCNH2 3.1 inh | KCNH2 WT inh
32 | Cc1ccc(Nc2c3c(nc4ncnn24)CC(C)CC3)cc1 (configuration not stated) | 1 | 7 | 0
33 | CS(=O)(=O)N1CCC(C(=O)NCCN2CCN(Cc3ccccc3)CC2)CC1 | -3 | 12 | 5
34 | CC(C)CC1(C(=O)NCc2ccccn2)C=CCN1C(=O)c1ccccc1 (configuration not stated) | 0&5 | -7 | 1
35 | O=C(CSc1ccsc1[N+](=O)[O-])N1CCCCC1 | 2 | -21 | -4
